Screening results deposited in PubChem by National Center for Advancing Translational Sciences (NCATS).
KB-3-1 cytotox = kills parental KB-3-1 adenocarcinoma cells. KB-3-1 viability, CellTiter-Glo ATP luminescence, 72 h. Potency, µM (titrated, usually from 46.1 µM), for inactives: at the highest dose activity change, negative = cytotoxic, actives largely listed as cytotoxic. 400,000 compounds, 1.4% hits. AID 1347075; further: potency means the concentration at half of the fitted maximal effect; on the % scale 0 is the no-effect control and ±100 the full control effect; nearly all actives have a fitted effect of over 60% in size
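KB-3-1 parental drug-naive adenocarcinoma cells in DMEM/10% FBS, incubated 72 h at 37 C with pin-transferred compounds across a concentration series. Viability by CellTiter-Glo luminescence; concentration-response curves fitted after normalization.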
HT1080NT lethal = kills 2HG-producing HT-1080-NT fibrosarcoma cells | AID 686970 | Potency, µM (doses to about 46.1 µM), for inactives: top-dose activity, negative = less viability, most hits filed as cytotoxic | HT-1080-NT fibrosarcoma viability, CellTiter-Glo ATP luminescence, 48 h | 360,000 compounds, 1.6% hits;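 further: NT is the 2HG producing partner of a matched IDH1 knockdown line; potency means the concentration at half of the fitted maximal effect; 0% = DMSO-treated cells and -100% = media-only wells without cells; nearly all actives have a fitted effect of over 55% in size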
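Luminescent CellTiter-Glo readout after 48 hours of compound exposure at 37 degrees C defined viability of HT-1080-NT cells. Activity was normalized to DMSO wells and cell-free media wells; concentration-response curves were fitted and assigned curve classes.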
KB-V1 cytotox = kills drug-selected multidrug resistant KB-V1 cells | 400,000 compounds, 3.4% hits | AID 1347076 | Potency, µM (highest dose often 46.1 µM), for inactives: at the highest dose activity change, negative = cytotoxicity, most hits filed as cytotoxic | KB-V1 MDR cells viability, CellTiter-Glo, 72 h; further: potency means the concentration at half of the fitted maximal effect; on the % scale 0 is the no-effect control and ±100 the full control effect; nearly all actives have a fitted effect of over 60% in size
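Cytotoxicity toward P-gp-expressing KB-V1 cells was determined as loss of CellTiter-Glo luminescence after 72 h at 37 degrees C. Compounds were tested in quantitative HTS format across a concentration range, with curves fitted to normalized data.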
GLP-1R agonist = agonists of human GLP-1 receptor. P43220. Potency, µM (highest dose often 45.6 µM), without a hit: at the highest dose activation, most hits filed as activators. 380,000 compounds, 0.007% hits. AID 624172. HEK293 GLP-1R CRE-luciferase, luminescence, 4-6 h; cells express a hypersensitive GLP-1R form; further: potency means the concentration at half of the fitted maximal effect; % of control where 0% means no effect
Target sequence (P43220 whole entry, looked up): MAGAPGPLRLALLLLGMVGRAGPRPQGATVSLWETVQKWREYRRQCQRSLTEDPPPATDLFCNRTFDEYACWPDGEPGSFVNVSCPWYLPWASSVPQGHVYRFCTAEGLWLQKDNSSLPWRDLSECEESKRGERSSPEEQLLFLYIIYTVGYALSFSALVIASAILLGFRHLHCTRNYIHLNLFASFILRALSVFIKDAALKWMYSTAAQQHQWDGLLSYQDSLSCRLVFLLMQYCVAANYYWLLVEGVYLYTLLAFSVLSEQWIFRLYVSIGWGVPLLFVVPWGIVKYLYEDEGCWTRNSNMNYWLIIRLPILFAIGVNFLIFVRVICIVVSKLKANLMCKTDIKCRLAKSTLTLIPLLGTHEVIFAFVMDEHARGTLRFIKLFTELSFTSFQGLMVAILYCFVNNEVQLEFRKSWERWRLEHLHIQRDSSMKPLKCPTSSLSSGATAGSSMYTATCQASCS
DRD3 agonist = activates the human D3 dopamine receptor; P35462; D3R DiscoveRx beta-arrestin cells, luminescence, 90 min; max activation, %; 410,000 compounds, 0.58% hits; AID 652048; in the data active means max activation above about 30%; further: 0% is about no effect; mostly tested at two doses, the higher about 12 µM
Target sequence (P35462 whole entry, looked up): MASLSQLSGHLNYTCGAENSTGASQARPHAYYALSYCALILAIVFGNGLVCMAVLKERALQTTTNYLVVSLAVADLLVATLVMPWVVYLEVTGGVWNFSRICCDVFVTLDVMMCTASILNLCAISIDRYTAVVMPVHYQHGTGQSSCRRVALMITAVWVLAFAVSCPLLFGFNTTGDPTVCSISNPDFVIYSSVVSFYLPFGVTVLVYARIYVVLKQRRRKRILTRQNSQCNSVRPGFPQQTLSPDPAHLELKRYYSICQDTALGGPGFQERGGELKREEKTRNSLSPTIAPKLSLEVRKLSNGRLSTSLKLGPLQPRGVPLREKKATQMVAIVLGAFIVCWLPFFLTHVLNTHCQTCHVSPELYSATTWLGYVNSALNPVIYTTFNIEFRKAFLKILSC
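Agonist-mode cell screen: cells plated at 1500/well and incubated overnight at 37 °C, then exposed to library compounds for 90 min at 37 °C. Detection reagent was added for 30–60 min at room temperature, and luminescence was read.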
IL-1B inflam inh = inflammasome signaling inhibition, IL-1 beta readout; THP-1 LPS/ATP IL-1B secretion, AlphaLISA, 16 h; stronger effect = lower value; activity change, % at 57.5 µM; 360,000 compounds, 4.7% hits; AID 743279; in the data active means activity change below about -50%; inconclusive means mostly about -30% to -49%; further: on the % scale 0 is the no-effect control and ±100 the full control effect
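Secreted IL-1B measured by AlphaLISA bead assay after 16 h compound exposure of THP-1 cells; compounds (final up to 57.5 uM) added 1 h before LPS (250 ng/mL) and ATP (1.25 mM) stimulation; lower signal means less secretion.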
SW480 rereplic = DNA re-replication induction in SW480 cells. Potency, µM (series often up to 46.1 µM), for inactives: at the highest dose re-replication activation, hits mostly activators. SW480 DNA re-replication, Hoechst DNA content imaging, 48 h. 340,000 compounds, 1.8% hits; further: potency means the concentration at half of the fitted maximal effect; % of control where 0% means no effect; nearly all actives have a fitted effect of over 55% in size
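Compounds, transferred as 23 nL by pin tool, were incubated with cells for 48 hr; DNA content per nucleus was then quantified by Hoechst staining and fluorescence plate imaging.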
DRD3 antagonist = D3 dopamine receptor (human) antagonism; P35462; D3R cells, DiscoveRx beta-arrestin luminescence, antagonist mode; stronger effect = lower value; max response, negative = inhibition, %; 360,000 compounds, 2.5% hits; AID 652054; in the data active means max response below about -50%; inconclusive means no clear call, values can overlap the other calls; further: on the % scale 0 is the no-effect control and ±100 the full control effect; mostly tested at two doses, the higher about 12 µM
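Cells expressing the human receptor were seeded at 1500 cells/well, incubated overnight at 37 degrees C in 5% CO2, then exposed to library compounds with dopamine controls for 90 minutes at 37 degrees C before luminescent detection.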
HT1080 IDH1KD tx = HT-1080 IDH1 knockdown cell toxicity (counter line); HT-1080 IDH1 knockdown viability, ATP luminescence, 48 h; Potency, µM (top dose mostly 46.1 µM), without a hit: top-dose activity, negative = toxicity, most hits filed as cytotoxic; 360,000 compounds, 2% hits;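 further: potency means the concentration at half of the fitted maximal effect; 0% = DMSO wells and -100% = cell-free medium wells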
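Knockdown cells (IDH1KD HT-1080) received compounds 2 h after plating at 750 cells/well and were kept 48 h at 37 °C in 5% FBS RPMI. A CellTiter-Glo luminescence read gave % activity for curve fitting.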
* marks the source's active call; other numbers are inactive results; u = inconclusive; x = no result given; & = joins results of further samples; [ ] = dose if it differs, or a comment. Unless noted, the call rests on the fitted dose curve; in most records, active means well fitted curve in the direction sought with a large enough effect; inconclusive means small, poorly fitted or top-dose-only effect, or another doubt; inactive means no such curve, though single readings can be large; an effect the other way counts as inactive or inconclusive. Compounds were not picked by outcome (roughly 12% active in at least one column).

The opening seven entries as a preview:
SMILES	KB-3-1 cytotox	HT1080NT lethal	KB-V1 cytotox	GLP-1R agonist	DRD3 agonist	IL-1B inflam inh	SW480 rereplic	DRD3 antagonist	HT1080 IDH1KD tx
O=C(Nc1ccc(C2=CN(Cc3ccccc3)CCC2=O)cc1)OCc1ccccc1	4%	0%	0%	2%	52*	2	0%	31	-3%
Clc1ccc(-c2nnc(-c3ccccc3)nc2-c2c[nH]c3ccccc23)cc1	5%	-2%	10%	1%	0	23	-1%	-2	-1%
COC(=O)[C@H](C)NC(=O)Nc1cc(OC)ccc1OC	3%	12%	0%	-9%	2	-21	1%	6	5%
O=C(CC1C[C@H](C(=O)N2CCCCC2)[C@@]2(CCc3ccccc3)c3[nH]c4ccccc4c3CCN2C1=O)NCCCn1ccnc1 (some centres undefined)	0%	-10%	0%	-4%	-4	u	3%	u	-10%
O=C1CC2(CCCC2)C(=O)N1CN1CCN(S(=O)(=O)c2ccc(Cl)c(Cl)c2)CC1	8%	-5%	2%	-2%	-1	-7	-3%	-5	0%
Nc1nc(N)c(Br)c(Nc2ccc(Cl)c(Cl)c2)n1	-19%	-4%	0%	25%	1	28	2%	-5	u
COc1ccccc1NC(=O)NN1CCCCC1	-4%	1%	-4%	7%	6	-11	-3%	13	15%

The listing, previewed entries included:
SMILES	KB-3-1 cytotox	HT1080NT lethal	KB-V1 cytotox	GLP-1R agonist	DRD3 agonist	IL-1B inflam inh	SW480 rereplic	DRD3 antagonist	HT1080 IDH1KD tx
O=C(Nc1ccc(C2=CN(Cc3ccccc3)CCC2=O)cc1)OCc1ccccc1	4%	0%	0%	2%	52*	2	0%	31	-3%
Clc1ccc(-c2nnc(-c3ccccc3)nc2-c2c[nH]c3ccccc23)cc1	5%	-2%	10%	1%	0	23	-1%	-2	-1%
COC(=O)[C@H](C)NC(=O)Nc1cc(OC)ccc1OC	3%	12%	0%	-9%	2	-21	1%	6	5%
O=C(CC1C[C@H](C(=O)N2CCCCC2)[C@@]2(CCc3ccccc3)c3[nH]c4ccccc4c3CCN2C1=O)NCCCn1ccnc1 (some centres undefined)	0%	-10%	0%	-4%	-4	u	3%	u	-10%
O=C1CC2(CCCC2)C(=O)N1CN1CCN(S(=O)(=O)c2ccc(Cl)c(Cl)c2)CC1	8%	-5%	2%	-2%	-1	-7	-3%	-5	0%
Nc1nc(N)c(Br)c(Nc2ccc(Cl)c(Cl)c2)n1	-19%	-4%	0%	25%	1	28	2%	-5	u
COc1ccccc1NC(=O)NN1CCCCC1	-4%	1%	-4%	7%	6	-11	-3%	13	15%
CC1(C)Cc2ccccc2C(N)=C1C#N	1%	-5%	8%	-10%	10	5	3%	-13	2%
C=CCn1c(NCc2cc(C)ccc2O)nc2ccccc21	-4%	5%	-5%	16%	-5	17	3%	-14	-7%
Cc1c(C(=O)c2ccccc2)oc2ccc3ccccc3c12	13%	6%	-11%	13%	0	-12	5%	-7	-3%

Single records, from the list above. Order of screens: KB-3-1 cytotox | HT1080NT lethal | KB-V1 cytotox | GLP-1R agonist | DRD3 agonist | IL-1B inflam inh | SW480 rereplic | DRD3 antagonist | HT1080 IDH1KD tx
Clc1ccc(-c2nnc(-c3ccccc3)nc2-c2c[nH]c3ccccc23)cc1 across the screens: 5% | -2% | 10% | 1% | 0 | 23 | -1% | -2 | -1%
COc1ccccc1NC(=O)NN1CCCCC1 across the screens: -4% | 1% | -4% | 7% | 6 | -11 | -3% | 13 | 15%
O=C(Nc1ccc(C2=CN(Cc3ccccc3)CCC2=O)cc1)OCc1ccccc1 across the screens: 4% | 0% | 0% | 2% | 52* | 2 | 0% | 31 | -3%

Other records follow:
SMILES	KB-3-1 cytotox	HT1080NT lethal	KB-V1 cytotox	GLP-1R agonist	DRD3 agonist	IL-1B inflam inh	SW480 rereplic	DRD3 antagonist	HT1080 IDH1KD tx
CCN(CC)Cc1c(O)ccc2c(-c3ccccc3)cc(=O)oc12	-7%	-3%	-20%	6%	2	-2	2%	-10	7%
Nc1c(-c2ccccc2)c(CSc2nc3ccccc3[nH]2)nn1-c1cccc(C(=O)O)c1	8%	7%	u	1%	7	24	-5%	3	22%
O=c1[nH]c2ccc(Br)cc2c(=O)o1	11%	-1%	u	10%	3	23	x	28	3%
Cc1ccc(-c2nc(CS(=O)(=O)CC(=O)NC3CCCCCC3)c(C)o2)cc1	2%	7%	-24%	0%	15	u	-26%	19	15%
CCOC(=O)COc1ccc2c(=O)c(-c3ccccc3)coc2c1	11%	14%	u	10%	-9	20	-2%	-14	19%
N/C(=N\OC(=O)CCC1CCCC1)c1ccc(Cl)cc1	-16%	u	-15%	-4%	3	-6	u	-13	-1%
Cc1nn(CC(=O)NCC2CCCO2)c(=O)c2ccccc12 (centres undefined)	0%	13%	8%	4%	-2	-4	-7%	16	8%
c1ccc2c(OCCCN3CCCCCC3)cccc2c1	-20%	u	2%	-4%	-16	u	-3%	-60*	-4%
Cc1nnc(SC(C)C(=O)Nc2ccc(N3CCOCC3)cc2)n1Cc1ccccc1 (centres undefined)	-3%	-4%	-4%	2%	3	-1	u	-7	-5%
Cc1ccc(C(=O)Nn2cnnc2)c(Cl)c1	-1%	0%	14%	8%	0	15	1%	110	0%
N#Cc1c(-c2ccccc2)cc(-c2ccccc2)nc1SCC(=O)O	3%	3%	-3%	-5%	-6	0	-1%	-9	4%
CC(=O)CSc1ncnc2nc[nH]c12	3%	-29%	21%	1%	-2	11	2%	u	1%
CCOC(=O)Cc1cc(=O)n2[nH]c(C)c(-c3ccc(OC)cc3)c2n1	1%	2%	-25%	-35%[inhibitor]	-3	-9	-3%	u	-2%
CC1(C2CC2)NC(=O)N(CC(=O)NCc2ccc(Cl)cc2Cl)C1=O (centres undefined)	8%	-5%[9.24 µM]	28%	6%	4	7	9%	0	-3%
CC(NC(=O)CCCc1c[nH]c2ccccc12)c1ccc(F)cc1 (centres undefined)	-13%	-4%	u	13%	-10	-23	-1%	-20	-10%
COc1cccc(-n2c(SCC(=O)Nc3sc4c(c3C(N)=O)CCC4)nc3ccccc3c2=O)c1	0%	12%	u	11%	-7	-23	-3%	-13	-3%
O=C(COc1ccccc1Cl)Nc1cccc(S(=O)(=O)NC2=NCCCCC2)c1	4%	-9%	u	5%	-3	-25	-6%	0	-19%
C/C(=N/N1CCN(Cc2ccccc2)CC1)c1ccc(Br)cc1	17%	-10%	11%	9%	-11	0	1%	-12	-2%
Cc1oc2c(CN3CCCCC3)c(O)ccc2c(=O)c1-c1ccc(Br)cc1	7%	-11%	10%	6%	-6	-10	-2%	-14	-1%
COc1cccc(C2CC(C(F)(F)F)n3ncc(C(=O)O)c3N2)c1 (centres undefined)	-8%	3%	0%	4%	1	25	1%	-3	-1%
CCOC(=O)c1c(NC(=O)CC(C)C)sc(C(C)=O)c1C	14%	0%	-1%	9%	-2	-10	0%	1	0%
COc1ccc(OC)c(NC(=O)C23CC4CC(C2)CC(n2cnc(Br)n2)(C4)C3)c1	0%	-3%	-22%	-1%	-37	3	-2%	-8	-16%
COc1cc(S(=O)(=O)N2CCOCC2)ccc1NC(=O)c1cc2c(s1)CCC2	0%	-12%	-1%	0%	-3	u	0%	0	-10%
CN1CCN(Cc2c(O)ccc3cc(-c4ccccn4)c(=O)oc23)CC1	-1%	10%	u	10%	1	0	9.2µM*	6	11%
COc1ccc(NC(=O)c2cc(OC)c(OC)cc2OC)c(S(=O)(=O)N2CCOCC2)c1	-4%	19%	9%	17%	-9	-8	-3%	0	3%
C=C1C(=O)C23C(O)C1CCC2C12CCCC(C)(COC(C)=O)C1C(O)C3(O)OC2 (centres undefined)	13µM*	8.2µM*	u	-10%	-13	0	u	-95*	1.8µM*
CC(C)(C)c1ccc(S(=O)(=O)NC(=O)C2(C)CCN2C(=O)C2(c3ccccc3)CC2)cc1 (centres undefined)	0%	9%	5%	-7%	0	0	x	-20	6%
CCCc1nnc(SCC(=O)N(CC)CC)n1CC1CCCO1 (centres undefined)	7%	17%	0%	9%	8	-3	2%	28	15%
Cn1nnc(NC(=O)c2ccco2)n1	-4%	4%	11%	-10%	1	-2	0%	11	6%
COc1ccc2[nH]cc(CCNC(=O)C3CC(=O)N(c4ccc(Cl)cc4)C3)c2c1 (centres undefined)	-7%	-7%	-5%	7%	-2	-7	16%	3	-2%
CC(C)Oc1ccc(/C(O)=C2/C(=O)C(=O)N(CCN3CCNCC3)C2c2ccc(C(C)C)cc2)cc1 (centres undefined)	7%	0%	u	-5%	3	15	-10%	14	1%
O=C(NC1CCCC1)C1C(c2ccc(C(F)(F)F)cc2)=Nc2ccccc2N1C(=O)c1cc2ccccc2[nH]1 (centres undefined)	u	-29%	13µM*	x	-7	24	x	-1	-25%
O=C1CCN(Cc2ccc([N+](=O)[O-])cc2)CCN1CCO	0%&12%	7%	0%&1%	1%	6	20	2%	23	1%
COc1ccccc1C(CNC(=O)COc1cc(C)ccc1Cl)N1CCCC1 (centres undefined)	3%	-2%	u	0%	-14	-64*	5%	2	-1%
Cc1ccn2c(=O)nc(SCC(=O)N3CCCC3)nc2c1	17%	1%	11%	-8%	11	6	2%	-8	7%
Nc1nnc(-c2ccc(Cl)c([N+](=O)[O-])c2)s1	-17%	1%	0%	-5%	-2	16	1%	8	-1%
